Bioassay records as filed in PubChem BioAssay.
V1aR counter – V1a receptor agonism, counter-screen for OXTR agonists | CHO-V1R cells, Fluo-8 calcium fluorescence, agonist mode; 0% DMSO, 100% 3 nM vasopressin | P37288 | activation, % at 3 µM | 320,000 compounds, 0.25% hits;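 active = activation above the mean activation of all tested compounds plus 3 SD, per screening run, cut at about 20% in these data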;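 also: signal is peak over basal fluorescence ratio across a 100 second FLIPR read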
Target sequence (P37288 whole entry, looked up): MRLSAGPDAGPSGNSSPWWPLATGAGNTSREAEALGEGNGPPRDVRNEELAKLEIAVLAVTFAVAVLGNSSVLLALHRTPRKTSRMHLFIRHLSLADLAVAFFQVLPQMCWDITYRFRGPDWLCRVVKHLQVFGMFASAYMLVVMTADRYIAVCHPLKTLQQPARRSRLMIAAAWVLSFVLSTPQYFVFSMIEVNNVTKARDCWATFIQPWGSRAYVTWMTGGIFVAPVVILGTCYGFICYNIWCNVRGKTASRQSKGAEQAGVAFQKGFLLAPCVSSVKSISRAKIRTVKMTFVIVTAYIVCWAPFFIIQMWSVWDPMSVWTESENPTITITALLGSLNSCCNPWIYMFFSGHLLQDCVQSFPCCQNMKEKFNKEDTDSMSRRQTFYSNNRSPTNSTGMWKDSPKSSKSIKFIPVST
CHO parental Ca – signal in parental CHO cells, OX1R antagonist counter-screen; parental CHO-K1, ATP-induced calcium, Fluo-8 fluorescence; inhibition, % at 5.6 µM; 330,000 compounds, 0.63% hits; AID 463079;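 active = inhibition above that plate's mean sample inhibition plus 3 SD, cut at about 26% in these data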;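 also: 0% = ATP-challenged DMSO wells and 100% = DMSO wells without ATP; some compounds past the cut are filed as inactive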
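Assay system – parental CHO cells · Reagent – ATP stimulus · Detection – intracellular calcium via Fluo-8 no-wash fluorescent dye · Evaluation – percent inhibition of ATP-evoked calcium rise, normalized to controls · Controls – ATP wells versus no-ATP DMSO wells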
TAAR1 ag – human TAAR1 agonism. Q96RJ0. CHO RD-HGA16 TAAR1, Fluo-8 calcium fluorescence; vehicle wells 0%, saturating PEA agonist 100%. activation, % at 3 µM. 360,000 compounds, 0.99% hits. AID 624467;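 active = activation above the mean activation of all test compounds in the run plus 3 SD, cut at about 38% in these data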
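Signal – calcium-sensitive Fluo-8 signal, excitation 470-495, emission 515-575 nm · System – RD-HGA16 (CHO) cells co-expressing Gα16 and hTAAR1 · Incubation – 17-24 h seeding, 75 min 37 °C dye, 30 min RT · Compound dosing – 3 µM single concentration · Repeats – no replicates (n 1)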
TAAR1 antagonist – antagonists of human TAAR1 | CHO RD-HGA16 TAAR1, Fluo-8 calcium fluorescence, antagonist | inhibition, % at 3 µM | Q96RJ0 | 360,000 compounds, 1.5% hits | AID 624466;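 active = inhibition above a per-plate cutoff, the mean inhibition of test compounds on that plate plus 3 SD, cut at about 49% in these data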;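 also: 0% = DMSO plus EC80 beta-PEA response and 100% = DMSO alone without agonist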
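test system = CHO RD-HGA16 cells bearing hTAAR1 | replication = singlicate | controls = DMSO-only wells and EC80 β-PEA-stimulated wells | reagent = EC80 β-phenethylamine stimulus | read-out basis = percent inhibition of PEA-evoked calcium signal, max/basal emission ratio | schedule = seeding 17-24 h prior, 75-min 37 °C, 30-min RT dye loading | signal = kinetic Fluo-8 calcium fluorescence measurement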
OXTR ag – human OXTR agonism. P30559. 320,000 compounds, 0.32% hits. activation, % at 3 µM. CHO-OTR cells, Fluo-8 calcium fluorescence; normalized: DMSO 0%, oxytocin 100%;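 active = activation above the mean of all tested compounds plus 3 SD, cutoff set per screening run, cut at about 20% in these data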;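 also: peak over basal fluorescence ratio from a 100 s FLIPR kinetic read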
CHRM1 antagonist – antagonists of human M1 muscarinic receptor; inhibition, % at 3 µM; 360,000 compounds, 1.3% hits; CHO-K1 hM1, Fluo-8 calcium fluorescence, ACh EC80 antagonist;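 active = percent inhibition above its own plate's cutoff, namely the mean of that plate's compound wells plus 3 SD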;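 also: peak over basal fluorescence ratio during 140 s after agonist addition; 0% = ACh EC80 plus DMSO and 100% = DMSO alone without agonist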
Target sequence (P11229 whole entry, looked up): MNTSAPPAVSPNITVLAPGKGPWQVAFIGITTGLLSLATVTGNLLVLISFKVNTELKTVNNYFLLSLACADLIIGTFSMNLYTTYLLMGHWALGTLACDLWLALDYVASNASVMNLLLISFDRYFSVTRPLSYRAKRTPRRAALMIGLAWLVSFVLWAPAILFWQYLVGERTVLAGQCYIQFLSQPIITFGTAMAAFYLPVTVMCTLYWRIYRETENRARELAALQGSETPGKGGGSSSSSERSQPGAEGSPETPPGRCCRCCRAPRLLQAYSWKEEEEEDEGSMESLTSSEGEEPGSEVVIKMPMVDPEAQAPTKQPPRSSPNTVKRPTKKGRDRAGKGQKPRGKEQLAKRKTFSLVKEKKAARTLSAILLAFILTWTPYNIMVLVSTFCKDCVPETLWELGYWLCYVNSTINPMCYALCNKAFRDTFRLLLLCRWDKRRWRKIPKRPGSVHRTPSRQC
CHRM1 PAM – positive allosteric modulators of human M1 muscarinic receptor. CHO-K1 hM1, Fluo-8 calcium fluorescence, ACh EC20; 0% = ACh EC20, 100% = maximal ACh. 360,000 compounds, 0.088% hits. P11229. activation, % at 3 µM. AID 588819; in the data active = activation above about 19%, passing the limit was not always enough
CHRM1 agonist – activates human CHRM1 receptor; P11229; CHO-K1 hM1, Fluo-8 calcium fluorescence, agonist mode; 0% DMSO, 100% acetylcholine EC100; activation, % at 3 µM; 360,000 compounds, 0.33% hits; AID 588814;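 active = activation above the run's mean compound activation plus 3 SD, cut at about 16% in these data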;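 also: peak over basal fluorescence ratio within a 140 s kinetic read after compound addition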
OXTR potentiate – potentiators of human oxytocin receptor; P30559; 320,000 compounds, 0.061% hits; activation, % at 3 µM; CHO-OTR cells, Fluo-8 calcium fluorescence, potentiator mode; 0% = oxytocin EC15, 100% = EC100;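 active = activation above that plate's cutoff, the mean activation of tested compounds plus 3 SD, cut at about 6.6% in these data, passing the limit was not always enough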;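 also: 100% uses oxytocin at 75 nM as the full agonist control; some results filed as inactive read as strong as hits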
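System: human OTR in CHO cells / Also added: sub-maximal oxytocin, roughly EC15 / Control set: EC15 oxytocin low, 75 nM oxytocin high / Schedule: 6 min compound pre-incubation at room temperature, 100 s kinetic read / Compound: single-point 3.0 µM / Replication: singlicate / Technique: Fluo-8 calcium dye fluorescence / Read-out basis: % activation of max/min ratio relative to oxytocin controls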
* marks the source's active call; other numbers are inactive results; nt = not tested or not shown.

SMILES	V1aR counter	CHO parental Ca	TAAR1 ag	TAAR1 antagonist	OXTR ag	CHRM1 antagonist	CHRM1 PAM	CHRM1 agonist	OXTR potentiate
Cc1ccc(C(=O)Nc2ccccc2NC(=O)c2ccc(C)o2)o1	-0.3	-6	0	-6	-0.8	-8	6	-3	0
COc1ccc2cc(C3CC(c4ccco4)=NN3S(C)(=O)=O)c(Cl)nc2c1 (stereo not drawn)	1.7	-12	2	3	-0.6	3	-11	-2	0
O=C(CCc1c[nH]c2ccccc12)OCc1ccc(Br)cc1	-0.9	-11	-2	7	-1.4	5	0	-3	-11
CCOC(=O)c1c(-c2ccc(C)cc2)csc1/N=C/N(C)C	-1.0	-21	3	0	-2.8	0	0	-5	-22
CCC(=O)N1CCc2cc(OC)c(OC)cc2C1COc1ccc(F)cc1 (stereo not drawn)	0.3	-22	-1	7	0.4	-9	9	-5	-1
COc1ccccc1NS(=O)(=O)c1cccc(NS(=O)(=O)c2ccc(Cl)c(C(=O)O)c2)c1	1.0	-7	3	-10	0.8	-7	5	-3	-1
O=C(Nc1cccc(NC(=O)c2sc3ccccc3c2Cl)c1)c1ccco1	-1.3	-22	8	55*	-0.7	0	-2	-11	0
Cc1nn(-c2ccccc2)c(N2CCCC2)c1/C=N/NC(=O)C1CC1	-0.4	0	-2	-8	-1.8	-3	3	-5	-5
COc1ccc(OC)c(/C=C/C(=O)OCC(=O)c2c(N)n(C)c(=O)n(C)c2=O)c1	2.2	-1	1	-3	0.8	-3	7	-4	-1
Cc1cccc(-c2nsc(SCC(=O)Nc3cc(C)on3)n2)c1	-0.1	-10	15	1	-0.7	-9	11	-3	-10
Cn1c(=O)[nH]c(=O)c2c1nc(NCCCn1ccnc1)n2Cc1cccc(Br)c1	4.2	-2	7	4	0.1	-17	-2	-7	-4
CC(O)[C@@]1(O)CC[C@H]2[C@@H]3CC[C@H]4C[C@@H](O)CC[C@]4(C)C3=CC[C@@]21C (stereo partly drawn)	3.0	-4	21	-3	5.9	-2	12	6	-6
O=C(CSc1nccn1-c1cccc(Cl)c1)NC1CCCC1	-0.6	-23	4	6	-0.5	-10	-1	-4	-12
Clc1cccc(Cl)c1CSc1nnc(-c2ccncc2)s1	3.5	0	117*	79*	15	43*	-25	60*	-17
O=C(c1cc2cc(Cl)ccc2oc1=O)N1CCOCC1	0.0	-4	11	1	0.1	-18	7	-1	-3
O=C(Cc1ccc(Br)cc1)NCCc1ccc(F)cc1	-0.2	2	6	10	-1.8	0	2	-4	-1
NC(=O)c1ccccc1OCCOCCOCCOc1ccccc1C(N)=O	0.1	-8	7	-7	0.2	-9	11	-1	-3
O=C(Nc1cccc(Cl)c1)c1ccc2sc([C@@H]3O[C@H](CO)[C@H](O)[C@H](O)[C@H]3O)nc2c1	nt	nt	3	-16	nt	-2	-2	-2	nt
CC12CN(C(=S)Nc3ccccc3)CC(C)(CN(C(=S)Nc3ccccc3)C1)C2=O	0.1	-18	1	2	-0.1	-8	5	-4	-3
Cc1ccc(C(=O)CSc2ncnc3sc4c(c23)CCCC4)cc1	-0.4	-21	7	-12	-1.0	7	-2	-6	-8
CCOC(=O)c1ccc(NC(=O)Cn2ncc(Cl)c(Cl)c2=O)cc1	-1.6	11	0	14	-0.7	-4	3	-9	-3
CCOC(=O)N1CCN(C(=O)c2ccc3c(=O)n(-c4ccc(OC)cc4)c(=S)[nH]c3c2)CC1	0.6	-18	10	-9	-0.1	3	0	-7	1
Cc1ccc2nc3c(nc2c1)-c1ccccc1C3=O	0.2	-4	13	-5	-0.7	7	-1	-4	0
COc1cc(NC(=O)CCc2nnc3ccc(N4CCC5(CC4)OCCO5)nn23)cc(OC)c1	1.2	-11	1	-6	-0.1	4	7	-1	5
COc1ccc(-c2noc(C3CCCN(C(=O)c4ccccc4OC)C3)n2)cc1OC (stereo not drawn)	1.9	-5	nt	nt	0.7	-1	-1	1	-5

Continued; it opens with the 3 that closed the last part.
SMILES	V1aR counter	CHO parental Ca	TAAR1 ag	TAAR1 antagonist	OXTR ag	CHRM1 antagonist	CHRM1 PAM	CHRM1 agonist	OXTR potentiate
Cc1ccc2nc3c(nc2c1)-c1ccccc1C3=O	0.2	-4	13	-5	-0.7	7	-1	-4	0
COc1cc(NC(=O)CCc2nnc3ccc(N4CCC5(CC4)OCCO5)nn23)cc(OC)c1	1.2	-11	1	-6	-0.1	4	7	-1	5
COc1ccc(-c2noc(C3CCCN(C(=O)c4ccccc4OC)C3)n2)cc1OC (stereo not drawn)	1.9	-5	nt	nt	0.7	-1	-1	1	-5
O=C(c1cccs1)N1CCN=C1SCc1ccc(Cl)cc1	0.3	-7	0	-22	-1.0	7	1	-3	-15
Cc1cc(S(=O)(=O)/N=C(\N)c2ccc(C(N)=O)cc2)cc(C)c1F	-0.7	-7	3	-12	0.0	-5	6	-1	-8
COc1ccc(NS(=O)(=O)c2ccc(N3CCCC3)c(NC(=S)Nc3cccc(C)c3C)c2)cc1	4.2	-14	2	20	3.7	-1	2	-7	-12
C=CCn1c(SCC(=O)Nc2ccc(OC)cc2)nc2c([nH]c3ccccc32)c1=O	0.1	-2	2	-30	-0.1	-16	10	-1	-7
CCOc1ccc(NC(=O)CSc2nnc(-c3ccccc3Cl)n2Cc2ccco2)cc1	-0.7	-16	8	4	-2.0	5	-4	-5	-16
CCc1ccc(S(=O)(=O)Nc2ccc(Cl)cn2)cc1	nt	nt	-2	-1	nt	-9	7	-6	nt
CN(C)S(=O)(=O)c1cccc(C(=O)Nc2ccc(N3CCOCC3)cc2)c1	1.2	12	1	-13	4.0	10	0	-6	-15
CN(C1CCCCC1)S(=O)(=O)c1ccc(-c2ccccn2)s1	-0.2	-23	0	-3	-3.2	4	1	-4	-12
CCOP(=O)(OCC)C(NC(=O)Nc1ccccc1)C(N)=O (stereo not drawn)	1.3	-5	1	-11	0.4	-4	16	-3	1
Cc1sc2ncn(CC(=O)N3CCOCC3)c(=O)c2c1-c1ccccc1	5.4	-25	0	-10	-1.0	2	-2	0	-16
Cc1ccc(S(=O)(=O)N2CCN(C)CC2)cc1-c1nnc2c3ccccc3c(C)nn12	-0.3	-24	3	8	-0.7	-8	6	-5	-8
CN(c1ccc(C(=O)N2CCOCC2)cc1[N+](=O)[O-])C1CCCCC1	1.6	-3	10	8	1.8	-14	12	-3	-3
Cc1cccc(S(=O)(=O)N(C)C[C@@H]2OCc3cn(nn3)CCCC(=O)N([C@@H](C)CO)C[C@H]2C)c1	nt	nt	3	-11	nt	-12	7	-5	nt
O=C(COc1ccc2oc(-c3ccco3)cc(=O)c2c1)N1CCCCC1	0.6	-9	0	-8	-0.8	-12	4	-4	0
CCOc1ccc(NC(=O)/C(C#N)=C/c2cn(CC(=O)O)c3ccccc23)cc1	nt	nt	-1	-18	nt	-16	13	-6	nt
COC(=O)c1ccc(COC(=O)c2cnccn2)cc1	-0.6	-4	5	-1	0.3	-3	8	-6	-6
Cc1ccc(C)c(Sc2ccc(S(=O)(=O)Nc3ccc(C(=O)O)cc3)cc2)c1	3.9	16	9	28	3.5	7	-2	2	-10
Cc1ccccc1N1CC(C(=O)O)CC1=O (stereo not drawn)	1.1	-8	1	0	0.9	-12	7	-3	-5
COc1ccc2nc(SCC(=O)NC3CCCCC3C)[nH]c2c1 (stereo not drawn)	-0.6	-18	10	-10	-1.2	-7	8	-4	2
CC(=O)c1nn(-c2cccc(Br)c2)cc1C(=O)c1ccc(C)cc1	-0.3	1	9	16	-1.3	-16	13	-3	-3
CS(=O)(=O)c1ccc(Cl)c(NC(=O)CSc2n[nH]c(N)n2)c1	0.9	-3	1	-21	1.8	-5	5	-4	-2
Cc1nc(S(=O)(=O)Cc2ccccc2)nc2c1CCC2	-0.3	-13	5	-4	0.1	4	-5	-3	0
COc1ccc(-n2c(Cn3c(=O)sc4ccccc43)nnc2SCC(=O)N2CCCCC2)cc1	-0.1	-8	0	4	-0.4	-12	13	-5	-3
CCCN(CC(=O)Nc1ccccc1OC)C(=O)CCNC(=O)c1ccccc1OC	-0.6	-16	3	-6	-0.4	5	3	-4	-1
Cc1nc(S(=O)(=O)NC2CCCCC2)c(C#N)c(C)c1Cl	0.5	3	7	11	-1.0	-16	3	-3	-12

CHRM1 antagonist, entries above that show a hit
| compound | CHRM1 antagonist | CHRM1 PAM | CHRM1 agonist | OXTR potentiate |
| --- | --- | --- | --- | --- |
| Clc1cccc(Cl)c1CSc1nnc(-c2ccncc2)s1 | 43* | -25 | 60* | -17 |

(continued)
SMILES	V1aR counter	CHO parental Ca	TAAR1 ag	TAAR1 antagonist	OXTR ag	CHRM1 antagonist	CHRM1 PAM	CHRM1 agonist	OXTR potentiate
O=c1[nH]c(SCCOc2cccc3ccccc23)nc2ccccc12	0.0	-7	2	-4	-0.5	-11	14	-7	-1
CC1CN(c2ccc(NC(=S)Nc3ccc(N4CC(C)OC(C)C4)cc3)cc2)CC(C)O1 (stereo not drawn)	-1.2	-31	3	-20	0.4	-5	4	-3	2
Cc1ccc(S(=O)(=O)N2CCC(Oc3cccc(C(F)(F)F)c3)CC2)cc1	2.2	-11	0	-8	0.1	-2	7	-1	-22
Cc1ccccc1-c1cc2nc(NCCc3ccncc3)n(C)c(=O)c2s1	nt	nt	3	-4	nt	-8	-1	-6	nt
Cc1nc2sc(C(c3ccco3)N3CCC(Cc4ccccc4)CC3)c(O)n2n1 (stereo not drawn)	0.6	-9	1	-2	-0.3	-1	-2	-5	1
COC(=O)N(C)CCCC1(C)C(=O)N(C)c2ccc(O)cc21 (stereo not drawn)	0.5	2	2	-8	1.1	-12	11	-6	2
O=C(O)c1nn(CCOc2ccc(Br)cc2)c(=O)c2ccccc12	4.6	-9	3	4	2.8	1	0	0	-9
CCn1c(=O)c2ccccc2n(CC(=O)NCCC2=CCCCC2)c1=O	-1.2	-7	0	-24	-1.7	-7	5	-1	-5
O=[N+]([O-])c1ccc(COc2ccc(CNc3ccccc3)cc2)cc1	0.9	6	6	16	-1.1	26*	-23	-10	-11
COc1ccc(/C=N/NC(=O)CC(=O)NCc2cccnc2)c(OC)c1	0.0	-12	2	-15	0.2	-10	11	-2	-4
CN1CCN(c2ccc(S(=O)(=O)N3CCOCC3)cc2NC(=O)COc2ccc(C#N)cc2)CC1	nt	nt	4	1	nt	-7	10	-6	nt
COc1ccc(C(=O)N/N=C/c2ccc(OC)c(COc3ccc(F)cc3F)c2)cc1	1.4	2	-1	21	-0.1	-9	2	-4	-8
